KCNQ2 block: KCNQ2 potassium channel inhibitors, primary screen, cell-based, CHO-K1, FluxOR thallium flux, B-score (AID 2156). 20 min; stronger effect = lower value. hit rate 1.1% among 310,000. B-score at 10 µM. O88943;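 active means fluorescence ratio B-score at most minus 3 library SDs, with starting brightness B-score within 2 library SDs, cut at about -5.5 in these data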
Target sequence (O88943 whole entry, looked up): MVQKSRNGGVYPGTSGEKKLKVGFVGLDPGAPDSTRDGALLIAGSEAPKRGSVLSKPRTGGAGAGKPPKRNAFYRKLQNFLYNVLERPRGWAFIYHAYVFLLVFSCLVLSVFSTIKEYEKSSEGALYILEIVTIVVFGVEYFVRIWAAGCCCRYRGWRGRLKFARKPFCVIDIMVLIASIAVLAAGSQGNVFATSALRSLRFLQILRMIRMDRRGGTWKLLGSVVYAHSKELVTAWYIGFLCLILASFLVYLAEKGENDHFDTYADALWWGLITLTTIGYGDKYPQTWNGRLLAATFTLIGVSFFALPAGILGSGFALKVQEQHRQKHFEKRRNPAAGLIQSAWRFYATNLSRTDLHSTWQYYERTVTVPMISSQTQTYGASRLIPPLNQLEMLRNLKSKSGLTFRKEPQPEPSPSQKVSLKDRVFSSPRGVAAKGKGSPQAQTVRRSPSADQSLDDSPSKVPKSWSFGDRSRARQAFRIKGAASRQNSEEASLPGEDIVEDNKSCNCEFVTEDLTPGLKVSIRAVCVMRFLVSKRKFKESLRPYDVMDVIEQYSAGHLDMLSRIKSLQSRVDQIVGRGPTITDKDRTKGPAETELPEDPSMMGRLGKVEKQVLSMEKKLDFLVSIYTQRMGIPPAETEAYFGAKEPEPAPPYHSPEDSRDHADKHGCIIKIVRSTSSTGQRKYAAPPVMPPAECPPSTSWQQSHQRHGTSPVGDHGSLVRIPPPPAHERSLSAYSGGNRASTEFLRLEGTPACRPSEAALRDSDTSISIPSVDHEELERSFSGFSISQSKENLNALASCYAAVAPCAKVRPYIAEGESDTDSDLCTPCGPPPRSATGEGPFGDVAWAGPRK
CHT block: inhibits the human high affinity choline transporter | Q9GZV3 | CHT-expressing cells, membrane potential dye, choline response; stronger effect = lower value | B-score at 10 µM | hit rate 0.86% among 310,000 | AID 488975;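 active means B-score over 3 SD under the library average, and starting fluorescence ratio not unusually high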;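 further: choline stimulus applied at its EC90 after an EC20 pre-addition; B-score computed on integrated fluorescence ratio after choline addition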
Kir21 inh: Kir2.1 (mouse) channel inhibition. P35561. HEK293-Kir2.1, FluxOR thallium flux fluorescence; stronger effect = lower value. B-score at 10 µM. hit rate 0.85% among 310,000;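 active means fluorescence ratio B-score at or below minus 3 SD of library scores, with starting-brightness B-score within 2 SD, cut at about -4.2 in these data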;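 further: channel flux triggered by added potassium and thallium sulfate stimulus; B-score of peak minus minimum fluorescence over baseline after thallium stimulus; more negative B-score means stronger Kir2.1 block with less thallium influx; some compounds called inactive have numbers as strong as hits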
* = called active by the depositor; i = inactive; . = no result given. Rows are unselected; 2.6% or so of the library scored in one or more.

KCNQ2 block | CHT block | Kir21 inh | compound
i | i | 1.4 | COc1ccc(NC(=O)N2CCCC2C(=O)Nc2ccc(C)cc2)cc1 (stereo unspecified)
i | i | 0.55 | Cc1ccc(/C=N/NC(=O)c2nnn(-c3nonc3N)c2CSc2ccccc2)o1
i | i | -0.27 | COc1cc([N+](=O)[O-])ccc1NC(=O)NNC(=O)C(C)Oc1ccc(F)cc1F (stereo unspecified)
i | i | 0.97 | COc1ccc(C(=O)OC(C)CN2CCN(C)CC2)cc1OC (stereo unspecified)
i | i | 0.03 | Nc1nc2c(c(=O)[nH]1)CN(Cc1ccccc1)CC2
i | i | 0.11 | COc1ccc(NC(=O)c2c(SC)nsc2SC)cc1
i | i | -0.04 | CCOc1ccc(Oc2ccc(S(=O)(=O)N3CCOCC3)cc2NC(=O)CCNC(C)=O)cc1
i | i | -0.65 | COc1cccc(NC(=O)Nc2cc(C)ccc2OC)c1
i | i | -0.43 | O=C(Cn1ncc2c([nH]c3ccccc32)c1=O)N1CCN(c2ccccc2F)CC1
i | i | 0.24 | Cn1c(-c2ccc3ccccc3n2)nc2cnccc21
i | i | -1.3 | O=C(c1ccco1)N1CCCSC1=Nc1ccccc1
i | i | 2.9 | CCn1c(SCC(=O)Nc2sc(C)c(C)c2C#N)nnc1C1CC1
i | i | 2.7 | COc1ccc(CNS(=O)(=O)c2ccc(-c3cc(C)no3)cc2)cc1
i | i | -0.01 | CCOC(=O)N1CCN(S(=O)(=O)c2cc(Cl)ccc2Cl)CC1
i | i | 0.09 | CCc1nnc(NC(=O)c2ccc(-c3ccccc3Cl)o2)s1
i | i | 0 | O=C(CNC(=O)c1cccs1)NCC(=O)OCC(=O)c1ccccc1
i | i | 1.5 | CC(C)=CCN1CCN(Cc2ccc(N3CCNC3=O)cc2)CC1CCO (stereo unspecified)
i | i | -1.8 | O=C(Nc1ncc2c(n1)CC(c1ccco1)CC2=O)c1ccc(Cl)cc1 (stereo unspecified)
i | i | 1 | O=C(Cn1c(-c2cncs2)nc2ccccc21)NCc1ccccc1
i | i | -1.3 | O=C(CSc1ncn[nH]1)Nc1ccc2c(c1)OCCO2

Reprinted at random: 2 entries already listed, in no set order.
KCNQ2 block | CHT block | Kir21 inh | compound
i | i | -1.8 | O=C(Nc1ncc2c(n1)CC(c1ccco1)CC2=O)c1ccc(Cl)cc1 (stereo unspecified)
i | i | 2.7 | COc1ccc(CNS(=O)(=O)c2ccc(-c3cc(C)no3)cc2)cc1

More results follow:
KCNQ2 block | CHT block | Kir21 inh | compound
i | i | -2.1 | CCN(Cc1ccccc1)C(=O)CCS(=O)(=O)c1cc2c(cc1Cl)NC(=O)CO2
i | i | 0.95 | COC(=O)c1nn(-c2ccccc2)ccc1=O
i | i | -0.77 | CC(C)CC(NC(N)=O)C(=O)OCC(=O)NC(=O)NC1CCCC1 (stereo unspecified)
i | i | 1.1 | CC(=O)c1ccc(S(=O)(=O)NC2CCCCCCC2)cc1
i | i | 0.65 | COc1ccc(-c2ccncc2)cc1OC
i | i | -1.4 | C#CCOCCOCCOCCNc1nc(N2CCN(C(=O)C([C@@H](C)CC)n3cc(C(N)CC(C)C)nn3)CC2)nc(N2CCN(C(=O)[C@H](CCC(=O)O)n3cc(C(N)Cc4ccc(O)cc4)nn3)CC2)n1 (stereo partly specified)
i | i | -0.02 | CN(C)c1ccc(-n2cccc2/C=N/n2cnnc2)cc1
i | i | 1.7 | O=C(NCCCn1ccnc1)C(=O)NCC1OCCCN1S(=O)(=O)c1ccccc1 (stereo unspecified)
i | i | -1.6 | CCOC(=O)c1cccc(NC(=O)CSc2nnc(C)n2CC2CCCO2)c1 (stereo unspecified)
i | i | -0.39 | Cn1c(=O)c2[nH]c(CN(Cc3ccccc3)Cc3ccccc3)nc2n(C)c1=O
i | i | 0.98 | O=c1cc(-c2ccccc2)nc(N2CCN(Cc3ccccc3)CC2)[nH]1
i | i | 0.18 | S=c1nc2c(n[nH]1)c1ccccc1n2CCc1ccccc1
i | i | 0.03 | Cc1ccc(C)c(Cn2nnc3c(=O)[nH]c(C4CCCN(C(=O)CC(C)C)C4)nc32)c1 (stereo unspecified)
i | i | 0.98 | O=C(OCc1nnc(-c2ccc(Cl)cc2)o1)c1ccc(=O)n(Cc2ccccc2)n1
i | -5.9* | 0.36 | Cc1c(O)ccc(/C(Cc2ccc3ccccc3n2)=N\N)c1O
i | i | 1.3 | CN(C[C@H](Cc1ccccc1)N(C[C@@H](Cc1cccc2ccccc12)N(CCc1ccccc1)N=O)N=O)N=O
i | i | -1.5 | CCN(C(=O)CCS(=O)(=O)c1cc2c(cc1Cl)NC(=O)CO2)c1ccccc1
i | i | -2 | COc1ccc(-c2cnn3c4c(c(C)nc23)CCN4C2CCCC2)cc1OC
i | i | -3.6 | COc1ccc(NC(=O)NC23CC4CC(CC(C4)C2)C3)cc1OC
i | i | 0.35 | NC(=O)c1ccc(F)cc1
i | i | -0.05 | CCCn1c(=O)c(-c2nc3ccccc3[nH]2)c(O)c2ccccc21
i | i | -0.98 | Cc1cccc(NC(=O)c2cc(N3C(=O)CCC3=O)ccc2Cl)n1
i | i | 0.14 | Cn1nc(C(C)(C)C)cc1C(=O)NCc1ccc2c(c1)OCO2
i | i | -0.09 | Cc1ccnc2nc(C(=O)OCCOc3ccc(F)cc3)nn12
i | i | 0.9 | O=C(NCc1ccco1)c1ccc(S(=O)(=O)c2cccc(S(=O)(=O)N3CCOCC3)c2)cc1
i | i | -2 | c1ccc(C2=NCCCN2)cc1
i | i | 1.1 | O=C(CCN1C(=O)c2ccncc2C1=O)Nc1ccc2c(c1)OCCO2
i | i | -0.93 | CCOc1c2ccc(C(=O)NCc3ccc(OC)cc3)cc2nn1CCOC
i | i | 2.6 | Cc1nn2c(nc(N3CCCCC3)c3ccccc32)c1C=O
i | i | -0.13 | O=C(CCS(=O)(=O)c1ccc(Br)cc1)N1CCN(c2ccccc2Cl)CC1
i | i | -1.2 | C=C(C)C(=O)OCCCCCCOc1ccc(C(=O)O)cc1
i | i | 0.42 | O=C(NCC1CCCO1)c1cccc(Oc2ccc([N+](=O)[O-])cc2)c1 (stereo unspecified)
i | i | 0.04 | CNc1oc(/C=C/c2ccccc2)nc1C#N
i | i | -0.29 | COCCCn1c(C)nnc1SCc1ccc(C(C)(C)C)cc1
i | i | -5* | Cc1ccc(S(=O)(=O)Nc2ccccc2C(O)c2ccccc2)cc1 (stereo unspecified)
i | i | 0.55 | CCCCc1ccc(NC(=O)NCc2cccnc2)cc1
i | i | 0.56 | CC1(C)Cc2c(sc3nnn(CC(=O)Nc4ccccc4)c(=O)c23)CO1
i | i | -0.84 | COc1ccccc1NC(C)C(=O)Nc1ccc(C(C)=O)cc1 (stereo unspecified)
i | i | -0.45 | Cc1ccc(NS(=O)(=O)c2cccs2)c(C)c1
i | i | 1.6 | FC(F)(F)c1cc(-c2cccs2)nc(-n2cc(Br)cn2)n1

Entries above that have an aryl thioether with sulfur outside any ring:
KCNQ2 block | CHT block | Kir21 inh | compound
i | i | 0.55 | Cc1ccc(/C=N/NC(=O)c2nnn(-c3nonc3N)c2CSc2ccccc2)o1
i | i | 0.11 | COc1ccc(NC(=O)c2c(SC)nsc2SC)cc1
i | i | 2.9 | CCn1c(SCC(=O)Nc2sc(C)c(C)c2C#N)nnc1C1CC1
i | i | -1.3 | O=C(CSc1ncn[nH]1)Nc1ccc2c(c1)OCCO2
i | i | -1.6 | CCOC(=O)c1cccc(NC(=O)CSc2nnc(C)n2CC2CCCO2)c1 (stereo unspecified)
i | i | -0.29 | COCCCn1c(C)nnc1SCc1ccc(C(C)(C)C)cc1

Next records follow.
KCNQ2 block | CHT block | Kir21 inh | compound
i | i | 1.4 | CCN(CC)S(=O)(=O)c1cccc(NC(=O)COC(=O)c2n[nH]c(=O)c3ccccc23)c1
i | i | 0.74 | COc1cc(OC)c2cc(C(=O)N/N=C/c3ccccc3O)[nH]c2c1
i | i | -0.08 | Cc1cc2nc(SCC(=O)N(C)C)c3c(c2cc1C)CCCC3
i | i | -0.41 | O=[N+]([O-])c1cccc(/C=N/n2c(COc3ccccc3)n[nH]c2=S)c1
i | i | 1.5 | CC1CCCCN1C(=O)C1CCCN(S(=O)(=O)c2cccc3nsnc23)C1 (stereo unspecified)
i | i | 0.11 | C=CCOC(=O)C1=C(C)NC(SC)=C(C#N)C1c1ccc(OCC)cc1 (stereo unspecified)
i | i | 0.06 | CC(NC1CCCCC1)C(=O)NN=C(c1ccccc1)c1ccccc1 (stereo unspecified)
i | i | 0.07 | CC(C)N(Cc1ccccc1)C(=O)COC(=O)C1CCN(S(=O)(=O)c2ccc3c(c2)OCCO3)CC1
i | i | -0.02 | Cc1ccc(C(=O)NCC(=O)OCC(=O)c2ccc3c(c2)NC(=O)CO3)cc1
i | i | 0.56 | O=C1NC2(CCCCCC2)C(=O)N1Cc1ccc(F)cc1Cl
i | i | 0.87 | O=C(O)/C=C/C(=O)N(Cc1ccccc1)Cc1ccco1
i | i | -0.05 | Cn1c(N)c(C(=O)COC(=O)c2cc(-c3ccccc3)nc3ccccc23)c(=O)n(C)c1=O
i | i | 0 | CSc1ccc(/C=N/NC(=O)COc2ccc(Br)cc2Cl)cc1
i | i | 2 | CCN(CC)C(=O)Cn1cc(S(=O)(=O)CC(=O)Nc2ccc(F)cc2)c2ccccc21
i | i | -1.8 | COC(=O)C(Cc1ccc(O)cc1)NC(=O)c1ccc2c(c1)OCCO2 (stereo unspecified)
i | i | 0.11 | CCN(CC)C(=O)c1sc(NC(=O)Cc2cccs2)c(C#N)c1C
i | i | -0.02 | COc1ccc(-n2nnc3c(=O)n(Cc4cc(C)ccc4C)cnc32)cc1
i | i | -0.71 | CCOc1ccc(NC(=O)Nc2nnc(CC(=O)NCc3ccccc3)s2)cc1
i | i | 0.01 | C=CCc1ccc(OCCCN2CCCC(C)C2)c(OC)c1 (stereo unspecified)
i | i | -0.37 | Cc1ccc(OCC(=O)Nc2nnc(S(=O)(=O)N3CCCCC3)s2)cc1
i | i | 1.3 | CC1CC1C(=O)N(C)CC(=O)Nc1ccc(Cl)c(C(F)(F)F)c1 (stereo unspecified)
i | i | -2.2 | O=C(CSc1ccccn1)Nc1nc2ccc(Br)cc2s1
i | i | -0.14 | O=C(O)CN1C(=O)/C(=C\c2ccccc2OCc2ccc(Cl)cc2Cl)SC1=S
i | i | 0.2 | O=C(O)CCC(NC(=O)c1ccc(Cl)cc1)C(=O)O (stereo unspecified)
i | i | 0.18 | CSC1=N/C(=C\c2cccc(Cl)c2)C(=O)N1N(C)C
i | i | 0.95 | CC1=NN(C(=O)c2c(Br)cnn2C)C(O)(C(F)(F)F)C1 (stereo unspecified)
i | i | 1 | CCN(CC)C(=O)CSc1nc(-c2ccccc2)cc(=O)[nH]1
i | i | 1.4 | CCOc1ccccc1CN1CCN(C2CCOCC2)CC1CCO (stereo unspecified)
i | i | -1.5 | COc1cc(CCC(=O)N2CCN(c3ccccc3Cl)CC2)cc(OC)c1OC
i | i | 0.06 | COc1ccc(Cl)cc1-c1csc(N)n1
i | i | 0.01 | COc1cccc(OC)c1C(=O)NCC12CC3CC(C1)CC(CNC(=O)c1c(OC)cccc1OC)(C3)C2
i | i | 0.19 | O=C(O)c1cc(S(=O)(=O)N2CCCCC2)ccc1Cl
i | . | -0.28 | CC(Sc1nc(N2CCOCC2)c2c(c1C#N)CC(C)(C)OC2)C(=O)Nc1ccccc1 (stereo unspecified)
i | i | -0.22 | CCC(=O)Nc1ccc2c(c1)ncn2-c1ccccc1C
i | i | 1.4 | C=CCn1c(SCC(=O)N(CC)C2CCS(=O)(=O)C2)nc2ccccc2c1=O (stereo unspecified)
i | i | 0.58 | CN(Cc1ccccc1)C(=O)c1ccc2c(c1)OCO2
i | i | -1.5 | COc1cc(/C=N/Nc2nc3ccccc3[nH]2)cc(OC)c1O
i | i | -3.4 | Cc1c(C(=O)N(C)C)c2cc(Cl)ccc2n1O
i | i | 0.27 | COc1cc(Cl)c(C)cc1NC(=O)COC(=O)CCc1nc2ccccc2c(=O)[nH]1
i | i | -1.5 | Cc1sc2nc(-c3cccs3)oc(=O)c2c1C
i | i | 0.96 | O=C(NCCc1nc2ccccc2[nH]1)/C(=C/c1ccc2c(c1)OCO2)NC(=O)c1ccc(Cl)cc1Cl
i | i | -1.3 | CCOc1ccc(CN(C)CC(=O)Nc2ccc([N+](=O)[O-])cc2Cl)cc1
i | -6.3* | 2.2 | CCc1ccccc1NC(=O)C1CC(c2ccc(OC)cc2)=NO1 (stereo unspecified)
i | i | -0.25 | COC(=O)c1c(-c2cccnc2)csc1NC(=O)c1cc(C)on1
i | i | 1.3 | COc1cc(SC)ccc1C(=O)OCC(=O)NC1CCCC1
i | . | 0.51 | COc1ccc(NC(=O)CN2CCN(CC(=O)Nc3ccccc3OC)CC2)c(OC)c1
i | i | 0.3 | CCc1ccc(C(=O)NNC(=O)CCC2CCCCC2)cc1
i | i | 0.41 | O=C(NC1CCCC1)C1CCCN(S(=O)(=O)c2cnc[nH]2)C1 (stereo unspecified)
i | i | -0.31 | Cc1ccc(NC(=O)CCSc2nnc(C)o2)cc1
i | i | 1.8 | COc1cccc(NC(=O)c2ccc(NC(=O)C3CC(=O)OC34CCCCC4)cc2)c1 (stereo unspecified)
i | i | 0 | Cc1ccc2cccc(NS(=O)(=O)c3ccccc3)c2n1

Entries listed above shown as hits in CHT block.
KCNQ2 block | CHT block | Kir21 inh | compound
i | -5.9* | 0.36 | Cc1c(O)ccc(/C(Cc2ccc3ccccc3n2)=N\N)c1O
i | -6.3* | 2.2 | CCc1ccccc1NC(=O)C1CC(c2ccc(OC)cc2)=NO1 (stereo unspecified)

High-throughput results (PubChem)
